FadD28 FP inh: inhibitors of Mycobacterium tuberculosis FadD28 bisubstrate binding | FadD28 bisubstrate probe binding, fluorescence polarization | inhibition, % at 12.5 µM | 360,000 compounds, 0.22% hits | AID 588549; in the data active means inhibition above about 8.5%, passing the limit was not always enough; inconclusive means no clear call, values can overlap the other calls
TcdB inh: blocks C. difficile toxin B glycohydrolase activity. inhibition, % at 9.99 µM. P18177. 350,000 compounds, 0.24% hits. TcdB glycohydrolase enzymatic assay, plate reader; in the data active means inhibition above about 10%
Y pestis TopoI: Y. pestis Topo-I inhibition via cleavage products. activity, % at 10 µM. Y. pestis Topo-I cleavage product accumulation, plate reader. 360,000 compounds, 0.064% hits; in the data active means activity above about 50%, passing the limit was not always enough; inconclusive means no clear call, values can overlap the other calls; further: inactives centre near 2
PfHsp40 yeast: compounds rescuing yeast from Plasmodium falciparum HSP40 toxicity; S. cerevisiae expressing PfHsp40, growth rescue, ATP luminescence; 340,000 compounds, 0.68% hits; AID 504582; growth rescue, % at 12.5 µM; in the data active means growth rescue above about 28%, passing the limit was not always enough; inconclusive means no clear call, values can overlap the other calls;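 further: yeast W303a lacking pdr1 and pdr3 grown in galactose medium; growth measured after three days at 30 °C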
Anthrax LF inh2: inhibitors of Bacillus anthracis lethal factor protease; AID 588501; 360,000 compounds, 0.12% hits; P15917; multiplex microsphere protease cleavage assay, LF; inhibition, % at 10 µM; further: plate controls were buffer without enzyme for full effect and enzyme alone for no effect
Target sequence (P15917 whole entry, looked up): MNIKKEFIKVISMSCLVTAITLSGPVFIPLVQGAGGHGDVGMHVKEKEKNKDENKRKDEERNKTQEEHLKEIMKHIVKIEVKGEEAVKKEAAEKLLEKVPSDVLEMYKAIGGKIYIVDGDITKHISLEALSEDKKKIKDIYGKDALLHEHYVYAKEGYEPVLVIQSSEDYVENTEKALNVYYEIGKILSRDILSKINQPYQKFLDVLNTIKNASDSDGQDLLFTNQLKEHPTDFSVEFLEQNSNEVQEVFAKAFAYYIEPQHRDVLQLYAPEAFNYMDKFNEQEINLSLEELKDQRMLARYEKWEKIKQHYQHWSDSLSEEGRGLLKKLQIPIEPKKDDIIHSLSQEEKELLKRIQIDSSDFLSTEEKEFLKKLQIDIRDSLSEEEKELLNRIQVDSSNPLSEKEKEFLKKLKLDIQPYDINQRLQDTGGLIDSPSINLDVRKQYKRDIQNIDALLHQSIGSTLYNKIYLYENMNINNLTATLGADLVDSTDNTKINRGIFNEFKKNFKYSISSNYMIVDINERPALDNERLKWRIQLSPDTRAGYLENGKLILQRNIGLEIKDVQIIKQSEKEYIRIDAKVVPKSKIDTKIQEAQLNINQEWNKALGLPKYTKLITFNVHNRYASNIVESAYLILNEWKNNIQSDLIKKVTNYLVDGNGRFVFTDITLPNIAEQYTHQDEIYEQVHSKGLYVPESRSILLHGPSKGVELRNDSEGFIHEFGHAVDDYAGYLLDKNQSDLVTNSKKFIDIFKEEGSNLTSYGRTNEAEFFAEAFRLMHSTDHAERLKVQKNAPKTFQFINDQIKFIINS
BoNT A protease: BoNT A light chain protease inhibition. 360,000 compounds, 0.17% hits. AID 588499. multiplex microsphere protease substrate cleavage, flow cytometry. inhibition, % at 10 µM; further: plate controls were buffer without enzyme for full effect and enzyme alone for no effect
BoNT F protease: BoNT F light chain protease inhibition. Multiplex microsphere protease cleavage assay, flow cytometry. inhibition, % at 10 µM. 360,000 compounds, 0.22% hits. AID 588497; in the data active means inhibition above about 35%, passing the limit was not always enough; inconclusive means no clear call, values can overlap the other calls; further: plate controls were buffer without enzyme for full effect and enzyme alone for no effect
PrPC surface inh: cell surface PrPC inhibition, primary TR-FRET screen | inhibition, % at 13.8 µM | AID 720596 | TR-FRET read-out | P04156 | 370,000 compounds, 0.43% hits; in the data active means inhibition above about 24%; further: 0% = median of the test wells and 100% = reference compound wells
CCHFV vOTU inh: blocks the CCHF virus ovarian tumor domain protease | CCHFV vOTU protease, Pep-AMC fluorescence | inhibition, % at 11.5 µM | 370,000 compounds, 0.55% hits; in the data active means inhibition above about 30%; further: 0% = vehicle wells with enzyme and 100% = no enzyme wells
* marks the source's active call; other numbers are inactive results; ? = inconclusive; / = no result given. Unless noted, no stated cut-off is given here; in the data, active means inhibition above about 30%; inconclusive means no clear call, values can overlap the other calls; inactive means below that.

mol	FadD28 FP inh	TcdB inh	Y pestis TopoI	PfHsp40 yeast	Anthrax LF inh2	BoNT A protease	BoNT F protease	PrPC surface inh	CCHFV vOTU inh
COc1ccccc1Oc1ccc(S(=O)(=O)N2CCCCC2C)cc1 (configuration not stated)	-1.8	2.0	43	2.1	4	-2.5	-3	-5	8
COc1ccc2[nH]c(C)c(CCNC(=S)Nc3ccccc3OC)c2c1	-0.6	1.0	-8	-2.4	-3	-0.1	-4	12	15
COc1ccc2c(c1)c(C(=O)N/N=C/c1ccc(OC)c(OC)c1)c(C)n2C	0.3	/	-2	-1.3	1	0.4	-9	2	-3
CCOC(=O)c1cnc2c(C)cccc2c1Nc1cccc(C(=O)O)c1	-1.3	1.6	7	-0.2	3	0.9	6	4	-3
C[C@H](NC(=O)OCc1ccccc1)C(=O)N[C@@H](Cc1c[nH]c2ccccc12)C(=O)O	0.1	-0.9	7	-0.7	0	-0.9	-5	-1	6
Cc1ccc(S(=O)(=O)C2(C(=O)O)CCCC2)cc1C	-0.4	2.8	2	0.7	-4	-1.5	-16	6	2
CC1(Oc2ccc(Cl)cc2)CCN(Cc2csc3ccccc23)C1 (configuration not stated)	-5.5	1.3	15	/	-1	-0.7	-11	0	18
COc1ccc(N2CCN(C(=O)CC34CC5CC(CC(C5)C3)C4)CC2)c([N+](=O)[O-])c1	-0.6	/	12	3.7	1	-0.2	4	-11	-7
Cc1ccc(OCCCC(=O)N(C)CC(=O)Nc2ccccc2Cl)cc1	-0.1	1.2	32	0.1	7	0.4	2	-3	-2
COC(=O)c1sc2nc(CN3CCN(c4ccc(OC)cc4)CC3)[nH]c(=O)c2c1C	-1.5	2.0	0	-0.4	0	0.5	1	4	7
CCOc1ccc(CN2CCN(Cc3[nH]c4ccccc4c3C)CC2CCO)cc1 (configuration not stated)	-2.2	0.2	-1	1.3	1	-0.5	-4	-14	-6
CN(c1ccc(O)cc1)c1nc(-c2ccccc2)cs1	-0.8	/	-8	14	-2	-0.8	0	2	8
CCn1c(=O)cc(OCC(=O)NCCC(C)C)c2ccccc21	-2.1	1.1	-7	1.6	2	-0.2	3	-4	4
Cc1cccc(C(=O)OCC(=O)c2ccc3c(c2)NC(=O)CO3)c1	-4.4	0.8	-6	2.1	-3	-0.4	-6	-1	0
CC(=O)N1CN2CN(C(C)=O)CC(C(=O)c3ccccc3)(C2)C1	-0.8	/	2	-0.7	-2	-1.6	-12	0	9
O=C(O)C1CCCCC1C(=O)Nc1ccccc1Cl (configuration not stated)	-3.1	/	8	-0.6	-5	0.8	2	0	-8
N#C/C(=C\c1ccc[nH]1)C(=O)Nc1ccccc1F	-1.8	2.4	9	1.7	0	-1.1	-2	-22	15
COc1ccc(CN(C)C(=O)c2ccc(NS(=O)(=O)c3ccc(F)cc3)cc2)c(OC)c1OC	-2.4	-0.1	11	-1.0	0	1.6	1	3	-6
CCN(c1ccc(OC)cc1)S(=O)(=O)c1nnc(NC(=O)C2CCCCC2)s1	-3.3	-4.6	-3	-0.2	0	1.0	5	-2	-6
Cc1cccc(-n2c(SCC(=O)Nc3ccc4c(c3)OCO4)nnc2-c2ccoc2C)c1	0.2	/	3	-1.0	-5	-0.3	-1	3	10
Cc1nn(-c2ccccc2)c(Cl)c1CN(C(=O)CCl)c1ccc(Cl)cc1	-17	-0.4	39	0.8	-2	0.6	0	-72	-2
Nc1c(N(CCC2=CCCCC2)C(=O)Cc2ccc(F)cc2)c(=O)[nH]c(=O)n1Cc1ccccc1	-2.9	1.6	25	-1.2	-3	-4.0	-3	6	-7
Cc1c(NC(=O)c2cccc(NC(=O)Cc3ccc(F)cc3)c2)c(=O)n(-c2ccccc2)n1C	-2.8	2.7	2	0.9	44*	-2.2	2	-8	3
Cc1ccccc1-n1c(C)n[nH]c1=S	-4.3	0.7	-4	-0.8	-5	-1.8	-13	1	1
CC(C)COc1ccc(/C=C2/Sc3ccccc3C2=O)cc1	-1.9	/	-3	-1.2	4	10	-1	0	11
COc1ccc(NC(=O)CCCc2ccc(OC)c(C)c2)cc1	-3.8	1.7	13	1.4	6	1.4	-2	13	10
O=C(CCc1nc2cccnc2n1Cc1ccccc1)NCCc1ccc(Cl)cc1	-8.9	/	14	0.9	-8	-0.9	16	0	6
O=S(=O)(Cc1ccccc1)C(CCCc1ccccc1)S(=O)(=O)Cc1ccccc1	-2.4	0.3	45	-1.5	-8	1.8	-3	14	10
CC(=O)N1CCOc2ccc(S(=O)(=O)N3CCC(C(=O)NCc4ccc(C)cc4)CC3)cc21	1.2	1.3	42	1.1	0	-0.1	1	-2	0
Cc1coc2c1C(=O)C(=O)c1c-2ccc2c(C)cccc12	4.6	/	-14	0.6	6	6.2	12	/	/

Overlap with the part before: two entries; new compounds follow.
mol	FadD28 FP inh	TcdB inh	Y pestis TopoI	PfHsp40 yeast	Anthrax LF inh2	BoNT A protease	BoNT F protease	PrPC surface inh	CCHFV vOTU inh
CC(=O)N1CCOc2ccc(S(=O)(=O)N3CCC(C(=O)NCc4ccc(C)cc4)CC3)cc21	1.2	1.3	42	1.1	0	-0.1	1	-2	0
Cc1coc2c1C(=O)C(=O)c1c-2ccc2c(C)cccc12	4.6	/	-14	0.6	6	6.2	12	/	/
CCCn1c(N)c(C(=O)CSc2nnc(N)s2)c(=O)[nH]c1=O	-1.1	-2.0	7	-0.1	-9	-0.3	-1	42*	7
CC12COC3(C(=O)NCCc4ccccc4)CC1CCC32C (configuration not stated)	-1.2	-0.4	15	-1.1	-2	-1.3	-13	-4	7
Nc1ccc2c(c1)oc1ccccc12	0.2	/	-4	0.2	0	0.9	1	-1	-12
CCN(CC)C(=O)C(=O)c1cccn1-c1ccc(C#N)cc1	-0.8	1.2	-7	0.8	-1	-1.0	-4	4	8
S=c1[nH]nc(-c2cccnc2)n1Cc1ccccc1	-0.4	/	-1	-1.9	-14	0.7	-2	2	-1
CCCCn1c(O)c(C=NCc2ccc3c(c2)OCO3)c(=O)[nH]c1=O	-0.1	1.7	6	-1.5	-1	-0.8	-3	6	-5
CCN1CCN(C(=O)c2cc3cc(F)ccc3[nH]2)CC1	-0.3	3.4	2	5.1	-1	-1.4	19	-5	-9
O=C(CCN1C(=O)/C(=C/c2ccc(F)cc2)SC1=S)NNC(=O)c1ccncc1	-4.0	-0.2	-12	-1.2	2	-0.4	-3	6	-5
O=C(CSc1nc2c(sc3ccccc32)c(=O)n1CCO)NCc1ccco1	-4.3	/	1	0.6	-2	0.1	1	-5	6
COc1ccc(/C=C/CN2CCCC(C(=O)c3cc(F)ccc3F)C2)cc1 (configuration not stated)	-2.0	1.5	13	-0.6	-1	0.7	-3	3	-4
COc1cc(C2CC(=O)Oc3c(C(CCN4CCN(c5ccccc5)CC4)c4ccc(N(C)C)cc4)c(OC)cc(OC)c32)cc(OC)c1OC (configuration not stated)	-1.3	1.0	11	0.2	3	-1.8	-4	0	8
CCC(C)(C)C1CCC2(CC1)NC(=O)N(CC(=O)N(C)Cc1ccc3c(c1)OCCO3)C2=O (configuration not stated)	-3.1	3.7	0	-1.0	-3	-0.2	0	-4	1
c1ccc(-c2nnn(C34CC5CC(CC(C5)C3)C4)n2)cc1	-0.9	/	2	0.9	2	0.1	0	-6	0
COC(=O)c1cc(=O)n2c(-c3ccccc3)csc2n1	-0.8	/	5	-0.1	0	0.1	-9	5	2
COc1cc(C2SCC(=O)Nc3c2c(=O)[nH]n3C2CCCCCC2)cc(OC)c1OC (configuration not stated)	0.6	/	4	1.3	-3	-0.2	4	-3	5
CCOC(=O)c1sc(-c2ccccc2)nc1C	0.8	0.1	0	-1.0	1	-0.1	1	2	25
NC(=O)CSc1nc(-c2ccccc2)nc2ccccc12	/	0.7	-1	-1.4	-2	-0.7	30	70*	-4
NS(=O)(=O)c1cc2c(cc1Cl)NC(Cc1ccccc1)NS2(=O)=O (configuration not stated)	-2.1	1.6	2	-1.5	-16	-3.3	-25	1	-9
CCOC(=O)NC(=O)CSc1ccccn1	-2.7	0.4	9	-1.2	0	0.3	-1	2	9
Clc1ccc(-c2cccc3nccn23)cc1	-1.5	-5.1	6	/	0	0.2	2	3	-133

Copied from the list.
Result of COC(=O)c1cc(=O)n2c(-c3ccccc3)csc2n1 under BoNT A protease: 0.1
Result of NC(=O)CSc1nc(-c2ccccc2)nc2ccccc12 under CCHFV vOTU inh: -4

Additional compounds:
mol	FadD28 FP inh	TcdB inh	Y pestis TopoI	PfHsp40 yeast	Anthrax LF inh2	BoNT A protease	BoNT F protease	PrPC surface inh	CCHFV vOTU inh
COC(=O)[C@]12CCCCC=C1N(Cc1cccc3ccccc13)C(=O)[C@H](CC(=O)N1CCN(C(=O)c3ccco3)CC1)C2	/	-0.8	/	/	1	0.1	-2	2	1
COc1ccccc1C(=O)N(CCN(C)C)c1nc2cc(C)cc(C)c2s1	-11	0.6	3	0.0	-1	-0.1	0	-3	-2
C[C@@H](CC#N)CN1CC[C@H](C(C)(C)C)CCC1=O	0.2	0.6	8	6.8	4	-0.8	-5	2	-6
Cc1c(NC(=O)COC(=O)CSc2ccc(C(N)=O)cc2[N+](=O)[O-])c(=O)n(-c2ccccc2)n1C	-0.4	-1.7	9	-1.2	-1	0.3	4	-25	-5
CCOC(=O)Cc1c(C)c2ccc(N(CC)CC)cc2oc1=O	1.2	/	-2	-0.3	-9	1.5	-4	-10	-142
Nc1nonc1-c1noc(CCCN2C(=O)c3ccccc3C2=O)n1	-0.7	/	1	0.4	-1	1.3	6	-8	7
COc1ccc(CCn2c(O)c(C=Nc3ccc(NC(C)=O)cc3)c(=O)[nH]c2=O)cc1OC	-3.2	0.7	3	0.4	5	-0.9	0	2	-11
COc1ccc(CCN(C)C(=O)CN2C(=O)NC3(CCCCCC3)C2=O)cc1OC	-1.5	1.6	1	0.3	-9	-0.9	-7	-7	-18
O=C(Nc1cccnc1)C1COc2ccccc2O1 (configuration not stated)	-2.0	/	3	-0.8	-8	1.0	?	9	-4
N#Cc1ccc(NC(=S)N2CCC3CC2c2cc(-c4ccc5c(c4)OCO5)ccc23)cc1 (configuration not stated)	-3.0	0.7	/	/	2	0.7	-1	3	5
CCCCC(=O)Nc1c(O)c2ccccc2[nH]c1=O	-0.7	/	6	5.6	0	-1.5	-1	-57	-6
CC(C)CCn1c(=S)[nH]c2ncccc2c1=O	-2.4	/	7	-2.2	-3	0.1	-7	1	-5
COC(=O)c1ccc(C(=O)OC)c(NC(=O)CSCc2ccccc2Br)c1	-2.7	/	19	1.1	-8	0.1	5	8	4
C=CCc1cc(/C=N/n2cnnc2)cc(OCC)c1O	2.1	/	6	-0.5	3	-0.8	-7	1	5
Cc1cc(SCC(=O)c2ccc(O)c(O)c2)nc2ccccc12	-4.7	-0.7	2	-0.5	-1	0.5	0	-5	12
Cc1cccc(OC(=O)c2sc(Cl)nc2C)c1	-3.6	/	1	0.4	-2	-0.9	-4	-1	-14
CCCCCCC(=O)c1c(O)n(-c2ccccc2OC)c(=O)[nH]c1=O	-0.1	/	3	-0.4	0	-0.2	-7	-2	-16
O=C(Nc1ccc2cn[nH]c2c1)c1c(Cl)cccc1Cl	-2.2	/	0	-0.7	-1	0.2	0	2	-1
CC(=O)/C(=N/Nc1cccc(Cl)c1)Sc1nnc(C(O)c2ccccc2)n1-c1ccccc1 (configuration not stated)	-2.6	1.5	5	0.5	0	0.0	4	-2	-15
COc1ccc2c(c1)C(C)CC(C)(C)N2C(=O)CSc1ncn[nH]1 (configuration not stated)	0.1	/	5	-0.8	1	-0.1	10	-5	-7
COC(=O)C1=C(c2cccc(OCc3ccccc3)c2)C[C@@H]2CC[C@H]1N2C(=O)NCCCOC(C)C	-2.0	0.5	24	0.9	1	-0.3	-13	7	15
CCOC(=O)COn1c(=O)c(-c2cc3ccccc3o2)[n+]([O-])c2ccccc21	0.3	/	-2	0.6	16	9.8	1	-13	-4
CC1CCN(c2nc3c(c(=O)n(C)c(=O)n3C)n2CCSc2ncccn2)CC1	-1.1	1.3	0	-1.0	0	0.0	2	2	-1
